# Screening data: PubChem BioAssay, several laboratories
# LEDGF integ inh = blocks HIV-1 LEDGF/p75-dependent DNA integration; TR-FRET IN-LEDGF/p75 DNA integration, Eu/Cy5; inhibition, % at 3.7 µM; 370,000 compounds, 0.64% hits;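 active = inhibition above the screen-wide mean plus 3 SD, cut at about 13% in these data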;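 also: signal is the Cy5 over europium emission ratio at 671 and 618 nm; 0% = plate median of compound wells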
# UHRF1 MBD2 ctr = human UHRF1 methylated DNA binding inhibitors | inhibition, % at 4.4 µM | 370,000 compounds, 0.75% hits | UHRF1 binding to methylated oligo, TR-FRET; in the data active = inhibition above about 21%;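 also: UHRF1 SRA domain binding a hemimethylated CpG hairpin DNA probe; 0% = median of test compound wells and 100% = reference inhibitor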
# Target sequence (Q96T88 whole entry, looked up, the tested form may be a part): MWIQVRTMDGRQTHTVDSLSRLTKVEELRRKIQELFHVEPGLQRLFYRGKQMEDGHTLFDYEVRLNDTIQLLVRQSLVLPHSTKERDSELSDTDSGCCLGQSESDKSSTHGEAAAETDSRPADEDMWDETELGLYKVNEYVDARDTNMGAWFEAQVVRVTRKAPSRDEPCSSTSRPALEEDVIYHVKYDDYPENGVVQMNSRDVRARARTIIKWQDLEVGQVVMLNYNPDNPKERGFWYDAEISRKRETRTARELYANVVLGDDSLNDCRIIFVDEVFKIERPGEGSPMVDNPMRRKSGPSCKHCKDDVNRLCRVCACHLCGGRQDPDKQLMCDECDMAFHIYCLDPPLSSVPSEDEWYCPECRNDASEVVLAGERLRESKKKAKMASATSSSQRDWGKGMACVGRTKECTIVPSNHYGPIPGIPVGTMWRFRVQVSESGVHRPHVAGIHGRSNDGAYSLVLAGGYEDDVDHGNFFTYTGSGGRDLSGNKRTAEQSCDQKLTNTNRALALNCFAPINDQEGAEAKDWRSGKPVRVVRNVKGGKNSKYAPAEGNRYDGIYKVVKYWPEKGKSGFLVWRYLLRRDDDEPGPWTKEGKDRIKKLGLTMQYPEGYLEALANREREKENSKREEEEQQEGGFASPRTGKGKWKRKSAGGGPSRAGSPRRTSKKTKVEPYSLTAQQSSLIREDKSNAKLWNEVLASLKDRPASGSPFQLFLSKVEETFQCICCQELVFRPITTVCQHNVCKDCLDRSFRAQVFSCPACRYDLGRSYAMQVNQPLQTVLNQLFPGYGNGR
# TCR-CD3 inh = inhibitors of human TCR-CD3 interaction; TAMRA-labeled TCR probe fluorescence, biochemical; 360,000 compounds, 0.37% hits; inhibition, % at 9.4 µM; in the data active = inhibition above about 19%;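 also: recombinant mutant TCR 2C K166C tagged with TAMRA read by polarization; 0% = receptor in buffer alone and 100% = receptor with positive control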
# PG9 Ab binder = small molecules binding HIV-1 gp120 antibody PG9; TR-FRET gp120-PG9 antibody binding; inhibition, % at 6.7 µM; 360,000 compounds, 0.43% hits; in the data active = inhibition above about 8.5%
# NR1D1 modulator = modulators of human Rev-erb alpha DNA binding; P20393; Rev-erbα–FITC-DNA binding, fluorescence polarization, 90 min; activity, % at 10 µM; 370,000 compounds, 0.79% hits;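 active = activity above about 14%, limit read from the data; passing the limit was not always enough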;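 also: 0% = DMSO wells with 35 nM protein and 100% = DMSO wells with 750 nM protein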
# MBD2 inh = MBD2-methylated oligo binding inhibition. Q9UBB5. TR-FRET, MBD2 binding to methylated oligonucleotide. inhibition, % at 4.4 µM. 370,000 compounds, 0.31% hits. AID 686964; in the data active = inhibition above about 13%
# HTRA1 inhibitor = HTRA1 (human) protease inhibition; inhibition, % at 5.96 µM; 340,000 compounds, 0.5% hits; Q92743; recombinant HTRA1, FP-rhodamine activity-based probe, fluorescence polarization; in the data active = inhibition above about 36%;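 also: 0% = enzyme with DMSO and 100% = wells lacking enzyme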
# PRMT1 inh = blocks human protein arginine methyltransferase 1; Q99873; recombinant PRMT1, activity-based probe fluorescence polarization; inhibition, % at 2.79 µM; 370,000 compounds, 1.3% hits;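 active = inhibition above about 21% made by adding two undisclosed values, limit read from the data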
# rCAG RNA binder = r(CAG) repeat RNA binding; AID 651821; TO-PRO-1 dye displacement fluorescence; inhibition, % at 3 µM; 370,000 compounds, 1.3% hits;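 active = inhibition above the plate cutoff, the mean of all test compounds on that plate plus 3 SD, cut at about 35% in these data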;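 also: 0% = DMSO alone and 100% = 100 µM mitoxantrone as full dye displacement; higher means more dye released from RNA so lower well fluorescence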
# mABHD4 FP = ABHD4 (mouse) inhibition, primary FP screen. purified mABHD4, FP-Rh probe fluorescence polarization. 370,000 compounds, 0.54% hits. inhibition, % at 8.92 µM;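 active = inhibition exceeding the mean over every tested compound plus 3 SD, cut at about 30% in these data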;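 also: 0% = plate median of compound wells and 100% = S159A mutant with DMSO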
#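 Assay system: wild-type mouse ABHD4 protein; compound: single nominal dose of 8.92 µM, 0.89% DMSO final; schedule: 45 min + 60 min at 25 °C; measured by: FP readout, ex 525 nm / em 598 nm; evaluation: % inhibition of FP-Rh probe binding versus controls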
# Active calls of the source: *; x = no result given; & = joins results of further samples.
SMILES | LEDGF integ inh | UHRF1 MBD2 ctr | TCR-CD3 inh | PG9 Ab binder | NR1D1 modulator | MBD2 inh | HTRA1 inhibitor | PRMT1 inh | rCAG RNA binder | mABHD4 FP
Oc1ccc(C=NNC(=S)Nc2ccc(F)cc2)c(O)c1 | -2 | -13 | 20* | 0.0 | -2 | -6 | 34 | -1 | 8 | 19
CCC1C(C#N)=C(SC)NC2=C1C(=O)CC(C)(C)C2 (stereo unspecified) | 3 | -3 | 1 | 1.3 | 0 | -3 | -2 | -3 | -1 | 0
COc1cc(C2NC(=O)NC(O)(C(F)(F)F)C2C(=O)c2ccc(Cl)cc2)ccc1O (stereo unspecified) | 1 | 0 | 6 | -2.1 | -6 | -5 | -8 | -3 | -1 | 2
O=S1(=O)[C@H]2C[C@H](CO)O[C@@]2(CO)CN1Cc1ccc(-c2ccc(F)cc2)cc1 | -2 | 0 | -1 | -2.0 | -3 | 2 | 5 | 2 | 1 | 1
Cc1ccc(SCC(=O)Nc2ccc(N3CCN(C)CC3)c(F)c2)c(C)c1 | 2 | 3 | -6 | 1.8 | 1 | -1 | -1 | 2 | -5 | -2
CCN1CCN(C(c2cccs2)C(C)NS(=O)(=O)c2ccccc2)CC1 (stereo unspecified) | 3 | 0 | 4 | 1.0 | -3 | -4 | 6 | -4 | 0 | 6
N#Cc1c(SCC(N)=O)nsc1SCc1ccccc1Cl | 1 | 0 | 8 | -2.9 | 4 | 2 | -7 | 0 | 1 | -11
C=CCNC(=O)c1onc(CSc2ccncc2)c1C(=O)NCC=C | 1 | 1 | 0 | -0.1 | -4 | 0 | 4 | -2 | -2 | -6
Cc1ccc(-c2nnn(CC(=O)N(Cc3cccs3)C(C(=O)NC(C)(C)C)c3ccco3)n2)o1 (stereo unspecified) | 1 | -3 | 4 | -1.8 | 1 | 2 | -15 | -2 | -4 | 4
N#Cc1c(N2C(=O)Nc3ccccc3N2O)sc2c1CCCC2 | 3 | 0 | -1 | -2.2 | 1 | 4 | -2 | -3 | 12 | -3
COc1cccc(-c2nc3n(n2)C(c2cccs2)C(C(=O)Nc2cccnc2)=C(C)N3)c1 (stereo unspecified) | 0 | -1 | 2 | -2.2 | 1 | -3 | 0 | 0 | 2 | 0
CCCCCCCC(=O)N1c2ccccc2NC(=O)C1CC(=O)Nc1ccc(C(=O)O)cc1 (stereo unspecified) | 7 | -2 | 4 | 1.0 | -2 | 1 | -3 | 2 | 30 | -35
CCc1nc(NCc2ccc3c(c2)OCO3)c2oc3ccccc3c2n1 | 4 | 3 | 0 | -1.2 | 3 | -6 | -28 | -1 | -1 | -24
O=C1C=C(c2cc(C(F)(F)F)cc(C(F)(F)F)c2)C[C@@H](c2ccc3c(c2)OCO3)C1 | 6 | 0 | -1 | -0.3 | 4 | -2 | 3 | -2 | 0 | 10
CCCCCC(=O)N1CCN(CCN=CC2=C(O)CC(c3ccc(OC)cc3)CC2=O)CC1 (stereo unspecified) | 1&5 | 1&7 | 2&-4 | 0.9&0.7 | 11&-3 | -2&1 | 13&2 | -3&5 | 0&1 | -4&-12
Cc1ccc(C(=O)COC(=O)c2cc(=O)[nH]c3ccccc23)cc1C | -6 | 4 | -6 | -2.2 | -5 | 2 | -4 | 1 | -1 | -2
CCCC(=O)N1CCCC1(C)C(=O)Nc1cc(OC)c(OC)c(OC)c1 (stereo unspecified) | 1 | -4 | 4 | 0.0 | 0 | 4 | x | 0 | 2 | 1
O=C(NNC(=O)c1cccc2ccccc12)c1cccc(Br)c1 | -1 | 1 | 2 | 3.6 | 10 | -2 | -6 | 1 | 4 | -5
CCCCN(CCCC)Cc1ccc(C(=O)NNC(=O)Nc2ccc(Cl)cc2)o1 | 1 | 0 | -7 | -0.4 | -4 | 0 | -14 | -1 | 7 | -1
C[C@@H]1CN([C@H](C)CO)C(=O)CCCn2cc(nn2)CO[C@H]1CN(C)S(=O)(=O)c1ccccc1 | 3 | -1 | -3 | -1.0 | 2 | 1 | -2 | -9 | 1 | 0
Cc1cc(SCC(=O)O)nc2ccccc12 | -4&1 | 2&-1 | -3&-5 | 0.6&-0.1 | 1&2 | -2&-1 | 3&-4 | 2&4 | -3&0 | 2&4
CC1CCCC(C(=O)O)N1C(=O)CCSC(=O)c1ccccc1 (stereo unspecified) | -4 | 2 | -9 | 1.3 | -5 | 3 | 2 | 1 | 1 | 1
N[C@@H](Cc1ccc(O)cc1)c1nnc([C@H](CO)NC(=O)C2CCNCC2)o1 | 0 | 0 | -2 | 1.8 | -3 | 0 | 1 | 2 | 14 | 1
Nc1ccc2nn(-c3ccc(F)cc3)nc2c1 | -7 | -4 | 2 | -0.4 | -6 | -2 | -3 | 2 | 8 | 0
COCCN(C(=O)/C=C/c1ccccc1)c1nnc(-c2cccnc2)s1 | -2 | -1 | 3 | -0.8 | -8 | 2 | 8 | 9 | 1 | -2
COc1cc(NC(=O)CC(C)C)ccc1NC(=O)c1ccco1 | -2 | 0 | -5 | 0.1 | -2 | 2 | -2 | 1 | -2 | 8
CCOc1ccccc1CNc1ccc(O)cc1 | 25* | 17 | 21* | -10 | -3 | 7 | 61* | 19 | 13 | 57*
COc1ccccc1C(=O)Nc1ccccc1C(=O)Nc1ccccc1 | -2 | 0 | 5 | -1.2 | -3 | -6 | x | 2 | -3 | -7
CC1CCCC(C)N1CCCNC(=O)CN1C(=O)c2cccnc2Oc2ccc(Cl)cc21 (stereo unspecified) | 2 | 0 | -2 | -0.7 | 0 | -2 | 3 | -2 | 0 | -1
c1ccc(CSc2ncccn2)cc1 | 2 | 0 | -2 | -2.4 | 1 | 1 | 1 | 2 | -3 | -2
O=C(CN1CCN(C(=O)c2ccco2)CC1)NCc1ccc(Cl)cc1 | 1 | -1 | -9 | 2.1 | 7 | -5 | 2 | 0 | 3 | -6
CCC(C)NC(=O)c1ccccc1NC(=O)Nc1ccccc1 (stereo unspecified) | -1 | 27* | 5 | -1.8 | 2 | 2 | -37 | 1 | -2 | 7
CCc1ccc(NC(=S)NC2CCN(Cc3ccccc3)CC2)cc1 | -4 | 2 | 3 | -0.1 | 0 | 4 | 5 | -1 | -6 | -2
CC(=O)NCCC(=O)Nc1nc(-c2ccc3c(c2)OCCO3)cs1 | 1 | -2 | -1 | 0.9 | -1 | -3 | -1 | 4 | -3 | -3
COc1ccc(COC[C@H](C)N2C[C@@H](C)[C@H](CN(C)S(=O)(=O)c3ccc(F)cc3)OCCCC[C@H](C)Oc3ccc(NC(=O)Nc4ccccc4)cc3C2=O)cc1 | -1 | 4 | x | x | -3 | 2 | x | 7 | x | -39
O=C(C[C@H]1C(=O)N(C2CCCCC2)C[C@@H]1Cc1ccccc1)Nc1ccccc1 | 1 | -1 | -1 | 4.3 | 3 | 3 | -17 | 1 | 0 | -1
O=C(Nc1nnc(C2CC2)s1)C1CCCCN1S(=O)(=O)c1ccccc1 (stereo unspecified) | 0 | 0 | 2 | -1.1 | 4 | 3 | 5 | 0 | 0 | 3
O=C(O)CCSc1nnc(CNc2ccc(Cl)cc2)n1Cc1ccccc1 | 3 | -3 | 1 | 1.7 | -1 | -1 | 4 | 0 | 12 | 4
O=c1oc(-c2ccccc2)nc2ccsc12 | 1 | -3 | 5 | -0.4 | 0 | -5 | -15 | -2 | 0 | 2
CN1CCN(C(=O)c2ccc(F)c(F)c2)CC1 | 2 | -2 | -5 | -0.7 | -6 | 4 | 0 | -1 | -2 | 3

# As entered above.
# O=C(O)CCSc1nnc(CNc2ccc(Cl)cc2)n1Cc1ccccc1 in rCAG RNA binder → 12
# CCC(C)NC(=O)c1ccccc1NC(=O)Nc1ccccc1 (stereo unspecified) in mABHD4 FP → 7
# CN1CCN(C(=O)c2ccc(F)c(F)c2)CC1 in LEDGF integ inh → 2
# O=C(Nc1nnc(C2CC2)s1)C1CCCCN1S(=O)(=O)c1ccccc1 (stereo unspecified) in HTRA1 inhibitor → 5

# Going on with the list:
Structure	LEDGF integ inh	UHRF1 MBD2 ctr	TCR-CD3 inh	PG9 Ab binder	NR1D1 modulator	MBD2 inh	HTRA1 inhibitor	PRMT1 inh	rCAG RNA binder	mABHD4 FP
CCN(CC)C(=O)C(=O)c1cccn1-c1c(Cl)cccc1C#N	1	0	3	0.6	1	-3	-5	-6	36*	-4
COc1ccc(Oc2nccc(-c3ccc(F)cc3)c2C#N)cc1	-5	5	1	0.8	2	8	-1	6	5	-16
COc1ccc(C(=O)COC(=O)c2ccccn2)cc1OC	-3	0	-4	-1.5	-6	-3	-4	-4	0	-6
COc1ccc(OC)c(-c2csc(NC(=O)Cc3ccc(OC)c(OC)c3)n2)c1	-3	-1	4	-0.4	-4	-2	-19	-1	4	-10
O=c1c2ccsc2ncn1Cc1ccccc1F	-2	0	8	0.0	-1	-1	-4	1	2	-5
Nc1c(Cl)cc(-c2csc(N3CCCC3c3nc4cc(Cl)c(N5CCCCC5)cc4n3CCOCCO)n2)cc1Cl (stereo unspecified)	2	6	-2	-0.1	-2	-2	1	2	20	-24
CCOC(=O)Cn1c(C)cc(COC)c(C#N)c1=O	2	-4	4	-1.2	-6	3	1	-1	-2	-1
COC(=O)c1cnn(-c2ccccc2)c1N	1	0	10	-1.7	-6	-1	0	-6	-2	7
O=C(CSc1nnc(COc2ccccc2)n1-c1ccccc1)c1ccccc1	4	-3	-6	1.1	4	3	-12	-1	-6	-16
CCOC(=O)c1c(N)sc(C(=O)OC)c1C	0	5	8	-4.1	1	-2	2	-3	-3	0
O=C(c1ccco1)N1CCN(Cc2nc(-c3cccs3)no2)CC1	1	-3	2	0.0	6	4	7	-1	-3	0
COc1ccc2nc(N3CCCC3)c(C#N)cc2c1	3	-8	-1	-0.8	6	-10	9	8	7	0
CCN(CC)C(=O)CSc1nc2ccccc2n1CC(=O)N1CCN(c2ccccc2OC)CC1	-1	-4	8	-2.6	0	1	2	-1	-7	7
COC(=O)Nc1ccc(S(=O)(=O)N2CCCCC2C(=O)NCc2ccco2)cc1 (stereo unspecified)	-4	-1	5	-0.8	-4	-6	5	-2	-4	0
COc1cccc(Nc2c3c(nc4c(-c5ccccc5)c(C)nn24)CCC3)c1	3	-3	-1	-0.6	4	0	-6	-2	0	7
COc1ccc(C(=O)N2CCCC(c3nc(-c4cccs4)no3)C2)cc1OC (stereo unspecified)	-3	-3	-1	-1.4	-4	-4	-4	-2	-9	-2
O=C(NCCN1CCOCC1)c1c(F)c(F)c(F)c(F)c1F	2	0	1	0.2	-3	-1	6	1	-3	-3
Cc1ccc(OCc2cc(C(=O)N3CCN(C)C[C@@H]3c3ccccc3)no2)cc1C	1	-1	4	-4.5	2	-4	-22	0	-3	-4

# Compound profiles, from the list above.
# COC(=O)c1cnn(-c2ccccc2)c1N in the list: LEDGF integ inh = 1; UHRF1 MBD2 ctr = 0; TCR-CD3 inh = 10; PG9 Ab binder = -1.7; NR1D1 modulator = -6; MBD2 inh = -1; HTRA1 inhibitor = 0; PRMT1 inh = -6; rCAG RNA binder = -2; mABHD4 FP = 7
# O=C(CSc1nnc(COc2ccccc2)n1-c1ccccc1)c1ccccc1 in the list: LEDGF integ inh = 4; UHRF1 MBD2 ctr = -3; TCR-CD3 inh = -6; PG9 Ab binder = 1.1; NR1D1 modulator = 4; MBD2 inh = 3; HTRA1 inhibitor = -12; PRMT1 inh = -1; rCAG RNA binder = -6; mABHD4 FP = -16

# The list is partial. The share of hits here may be higher or lower than overall.
